From PubChem
Pf growth 48h: P. falciparum growth inhibition at 48 hours (one generation); P. falciparum luciferase growth in erythrocytes, 48 h; Potency, µM (titrated, usually from 28.7 µM), for the others: top-dose activity change, negative = inhibition, most hits filed as inhibitors; 5.9% of 310,000 active; AID 504832
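Here the parasites carry a stable luciferase gene and grow inside erythrocytes in Albumax-based RPMI medium with compound for one erythrocytic cycle. Activity is scored as loss of luminescent signal.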
LmPK inhibitor: blocks Leishmania mexicana pyruvate kinase activity; Potency, µM (doses to about 57.5 µM), without a hit: at the highest dose activity change, negative = inhibition, most hits filed as inhibitors; 0.37% of 290,000 active; AID 1721; purified LmPK, Kinase-Glo ATP luminescence, 1 h; Q27686
Target sequence (Q27686 whole entry, looked up): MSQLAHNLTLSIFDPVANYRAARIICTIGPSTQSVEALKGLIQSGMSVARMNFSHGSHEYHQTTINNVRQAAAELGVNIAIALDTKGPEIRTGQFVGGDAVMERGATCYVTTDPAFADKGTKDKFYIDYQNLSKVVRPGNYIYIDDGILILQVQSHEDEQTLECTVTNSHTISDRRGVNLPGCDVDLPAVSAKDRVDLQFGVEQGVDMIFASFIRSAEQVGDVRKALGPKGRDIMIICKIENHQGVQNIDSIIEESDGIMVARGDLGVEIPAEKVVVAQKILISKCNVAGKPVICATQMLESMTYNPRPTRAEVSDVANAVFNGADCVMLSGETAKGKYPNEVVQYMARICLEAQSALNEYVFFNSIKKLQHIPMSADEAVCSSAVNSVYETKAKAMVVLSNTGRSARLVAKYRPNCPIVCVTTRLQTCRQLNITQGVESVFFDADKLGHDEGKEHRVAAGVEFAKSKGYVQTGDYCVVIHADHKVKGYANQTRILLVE
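Purified LmPK (0.1 nM) with 0.5 mM PEP and 0.1 mM ADP in imidazole buffer pH 7.2 with MgCl2/KCl, 1 h at room temperature. ATP formed was read by luciferase luminescence and normalized to no-enzyme and uninhibited controls.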
TbPYK inhibitor: inhibitors of Trypanosoma brucei pyruvate kinase | TbPYK enzyme, Kinase-Glo Plus ATP luminescence, 45 min | Q57TT1 | 0.12% of 410,000 active | Potency, µM (highest dose often 76.8 µM), without a hit: at the top dose activity, negative = inhibition, usual class: inhibitors | AID 624173; note: nearly all actives have a fitted effect of over 50% in size
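Screened from lowest to highest concentration, compounds were pinned into TbPYK/substrate mixtures, and ADP (130 uM final) was added. Plates sat at room temperature for 45 min prior to Kinase-Glo Plus detection by luminescence.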
Sm TGR inh: S. mansoni TGR enzyme inhibition | Q962Y6 | AID 485364 | purified TGR, DTNB reduction, TNB absorbance 405 nm | Potency, µM (doses to about 114 µM), for the others: at the top dose activity change, negative = inhibition, hits mostly inhibitors | 3% of 360,000 active; note: nearly all actives have a fitted effect of over 60% in size
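First, TGR (20 nM dispensed) and NADPH were mixed with compound. Second, a 15 min room-temperature incubation followed. Third, further NADPH and then DTNB were added to start the reaction. Finally, TNB absorbance was monitored kinetically.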
HCV inh: blocks hepatitis C virus; Huh7.5.1 HCVcc-Cre infection, luciferase reporter, 44 h; Potency, µM (series often up to 41.8 µM), inactives show at the top dose activity change, negative = inhibition, most hits filed as inhibitors; 3.4% of 340,000 active; AID 651820
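HCVcc-Cre virus at an moi near 0.5 was added right after compound to cells cultured 4 h from seeding (1,000 cells/well). Luciferase activity was determined 44 h later, 15 min after substrate addition at RT.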
Pf growth 96h: inhibits malaria parasite growth, 96 h. P. falciparum luciferase reporter growth, 96 h. Potency, µM (top dose mostly 28.7 µM), for the others: top-dose activity change, negative = inhibition, hits mostly inhibitors. 6.9% of 320,000 active
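Infected RBCs, 2% Hct / 0.05% parasitemia final; luciferase-reporter P. falciparum; cpd 96 h, 37 C, 5% CO2; luciferase detection reagent; luminescence.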
The depositor's hits bear a star; u = inconclusive; x = not tested or not shown; & = joins results of further samples; [ ] = remark or other dose. Calls come from the whole dose curve; as a rule, active = well fitted curve in the direction sought with a large enough effect; inconclusive = small, poorly fitted or top-dose-only effect, or another doubt; inactive = no such curve, though single readings can be large; an effect the other way counts as inactive or inconclusive. % is set by controls: 0 for no effect and ±100 for the full control effect; potency is the fitted concentration of half-maximal effect.

| Molecule | Pf growth 48h | LmPK inhibitor | TbPYK inhibitor | Sm TGR inh | HCV inh | Pf growth 96h |
| --- | --- | --- | --- | --- | --- | --- |
| CC(Sc1ccsc1[N+](=O)[O-])C(=O)NCc1ccco1 (stereo not given) | -9% | 16% | 3% | 22µM* | 8% | -14% |
| CC(C)NC(=O)c1ccc(N2CC3CC(C2)c2cccc(=O)n2C3)c([N+](=O)[O-])c1 (stereo not given) | 6% | 4% | -8% | 2% | 33%[activator] | -27% |
| c1ccc(-n2c(SCc3ccncc3)nnc2-c2ccco2)cc1 | u | 3% | -5% | u | 15% | 5% |
| O=C(CN(C(=O)CCNC(=O)c1ccco1)c1ccccc1)NC1CCCC1 | 6% | -3% | 3% | -7% | 3% | -7% |
| CCC(=O)N1C(=O)CCN(C(C)=O)c2ccccc21 | 11% | -3% | -8% | 5% | 14% | 0% |
| COc1ccc(S(=O)(=O)N2CCOCC2)cc1NC(=O)C1CCCN1C(=O)c1cccs1 (stereo not given) | u | x | u | 15% | 15% | u |
| C=CCN(C(=O)c1csnn1)C(C(=O)NCc1ccc(F)cc1)c1ccc(F)cc1 (stereo not given) | -1% | -1% | 0% | 6% | -8% | 150%[activator] |
| O=C(Nc1ccc(S(=O)(=O)N2CCOCC2)cc1)c1nn(-c2ccc(F)cc2)ccc1=O | u | -1% | 4% | -2% | 11% | u |
| Cc1cc(C)c2nc(Cl)c(C3NC(=O)c4ccccc4N3)cc2c1 (stereo not given) | -5% | -3% | -6% | 9% | -13% | 25% |
| O=C1CC(c2nc3ccccc3[nH]2)CN1c1ccccc1 (stereo not given) | 5% | -1% | 3% | 1% | 2% | x |
| CCOC(=O)N1CCN(C(=O)c2ccc3c(=O)n(CCC4=CCCCC4)c(=S)[nH]c3c2)CC1 | x | 0% | -13% | 0%[11.4 µM] | 15% | 164%[activator] |
| CCN(CC)CCNc1nc(C(F)(F)F)nc2c1nnn2Cc1ccccc1 | -9% | 2% | 5% | -21% | -7% | 33%[activator] |
| CCn1nnnc1-c1ccc(OC)c(S(=O)(=O)Nc2ccc(C(=O)OC)cc2)c1 | -1% | -4% | -3% | -5% | 15% | x |
| O=C(CN1CCOCC1)Nc1ccccc1C(=O)Nc1ccccc1 | 13% | 6% | -3% | -6% | 7% | 24% |
| Cc1cc(C)cc(N(C)S(=O)(=O)c2nnc(NC(=O)C(C)C)s2)c1 | 12% | -2% | 1% | 0% | 24% | -25% |
| COc1ccccc1Nc1ncc(C(=O)N2CCC(C(N)=O)CC2)c2ccccc12 | 24% | 6% | -5% | -26% | -5% | -24% |
| CS(=O)(=O)c1ccccc1C(=O)NC1CCCc2ccccc21 (stereo not given) | 7% | -1% | -12% | 8% | -4% | -25% |
| Cc1cc(CNCc2cn(C)nc2-c2ccc(Oc3ccccc3)cc2)on1 | u | 1% | -1% | -17% | u | 12µM* |
| CCOC(=O)n1c(SCC(=O)N(CC)CC)nc2ccccc21 | 19% | 0% | -4% | -15% | -3% | 40%[activator] |
| O=c1ccc(NS(=O)(=O)c2ccccc2Cl)cn1Cc1ccc(Cl)c(Cl)c1 | 11% | 1% | -2% | -16% | 8% | u |
| CCn1c(C)cc(/C=C2/NC(=O)N(Cc3ccccc3F)C2=O)c1C | 12µM* | -1% | -5% | -5% | u | 9.3µM* |
| CCOC(=O)c1cccc(P(C)(C)=O)c1 | -21% | 0% | -2% | -4% | -2% | -14% |
| COc1ccc(N2CCC(CNC(=S)Nc3cccc(C)c3)C2)cc1 (stereo not given) | 13µM* | -1% | -16% | -11% | -17% | 83%[activator] |
| O=C(Nc1ccccc1)C1Cc2ccccc2CN1C(=O)c1ccco1 (stereo not given) | x | 2% | -18% | 40µM* | -6% | u |
| O=C(O)c1cc(-c2ccco2)[nH]n1 | 20% | 8% | -15% | 50µM* | 9% | 8% |
| O=C(Nc1nnc(-c2ccccc2)o1)c1cccc(N2C(=O)CCC2=O)c1 | 11% | -3% | -4% | -3% | 31%[activator] | 5% |
| COc1cc(C(=O)NNC(=S)NC(=O)c2ccc(Cl)cc2)cc(OC)c1OC | 3% | 4% | -11% | -1% | u | 4% |
| Cc1cc(NC(=O)c2cc(-c3ccccc3)on2)no1 | 53%[activator] | -9% | 0% | -14% | 13% | 44%[activator] |
| CC(C)NC(C)Cc1ccc(I)cc1 (stereo not given) | u | x | 3%&0% | -5% | u | u |
| CCn1c(=S)sc2c(=O)n(CC(=O)NCCCc3ccccc3)c(C)nc21 | 33%[activator] | 1% | 4% | -14% | -5% | 21% |

Reformatted with values under each structure: part of the list above.
Order of values: Pf growth 48h	LmPK inhibitor	TbPYK inhibitor	Sm TGR inh	HCV inh	Pf growth 96h
> CCOC(=O)c1cccc(P(C)(C)=O)c1
→ -21%	0%	-2%	-4%	-2%	-14%
> COc1ccc(N2CCC(CNC(=S)Nc3cccc(C)c3)C2)cc1 (stereo not given)
→ 13µM*	-1%	-16%	-11%	-17%	83%[activator]

The listing continues:
| Molecule | Pf growth 48h | LmPK inhibitor | TbPYK inhibitor | Sm TGR inh | HCV inh | Pf growth 96h |
| --- | --- | --- | --- | --- | --- | --- |
| CC(=O)Nc1ccc(NC(=O)CCC(=O)OCC(=O)c2ccc(C)c([N+](=O)[O-])c2)cc1 | -6% | 6% | -19% | 0% | 0% | u |
| CCC(C)OC(=O)C1=C(C)O[C@]23OC(N)=C(C#N)[C@]12C(=O)c1ccccc13 (stereo not given in full) | u | -1% | -1% | -1% | 14% | -28% |
| CSc1ncccc1C(=O)Nc1nc2ccc(F)cc2s1 | 327%[activator] | 0% | -4% | -15% | u | 6% |
| CC(=O)c1ccc(NC(=S)NCCCN2CCOCC2)cc1 | -19% | -2% | -1% | -35% | 6% | 58%[activator] |
| Cc1ccc2oc(C(=O)N(CCO)Cc3ccccc3)c(C)c2c1 | 33%[activator] | 5% | -5% | 5% | -1% | 4% |
| CC(C)CCNC(=O)C1CCCN(S(=O)(=O)c2ccc(F)cc2)C1 (stereo not given) | -12% | -9% | 5% | 1% | -4% | x |
| Cc1cc(C(=O)CSc2nn3c(=O)c(C(C)(C)C)nnc3s2)c(C)n1-c1ccc(F)cc1 | -24% | 1% | 7% | -15% | 4% | 44%[activator] |
| Cc1nn2c(N3CCCC3)c3c(nc2c1-c1ccccc1)CCC3 | u | 3% | -2% | 11µM* | -12% | u |
| CCn1ncc([N+](=O)[O-])c1C(=O)n1nc(C)cc1C | 35%[activator] | -1% | 0% | -6% | -1% | 35%[activator] |
| O=C(Nc1ccc(N2CCN(c3ccc(C(F)(F)F)cn3)CC2)nc1)c1cccs1 | u | 7% | 8% | 11% | 9% | u |

Structural class, the entries above with a nitro group on carbon
| Molecule | Pf growth 48h | LmPK inhibitor | TbPYK inhibitor | Sm TGR inh | HCV inh | Pf growth 96h |
| --- | --- | --- | --- | --- | --- | --- |
| CC(Sc1ccsc1[N+](=O)[O-])C(=O)NCc1ccco1 (stereo not given) | -9% | 16% | 3% | 22µM* | 8% | -14% |
| CC(C)NC(=O)c1ccc(N2CC3CC(C2)c2cccc(=O)n2C3)c([N+](=O)[O-])c1 (stereo not given) | 6% | 4% | -8% | 2% | 33%[activator] | -27% |
| CC(=O)Nc1ccc(NC(=O)CCC(=O)OCC(=O)c2ccc(C)c([N+](=O)[O-])c2)cc1 | -6% | 6% | -19% | 0% | 0% | u |
| CCn1ncc([N+](=O)[O-])c1C(=O)n1nc(C)cc1C | 35%[activator] | -1% | 0% | -6% | -1% | 35%[activator] |

Continued.
| Molecule | Pf growth 48h | LmPK inhibitor | TbPYK inhibitor | Sm TGR inh | HCV inh | Pf growth 96h |
| --- | --- | --- | --- | --- | --- | --- |
| O=C1CC(=C2c3ccccc3-c3ccccc32)C(=O)N1CCCCN1CCN(c2ccccc2)CC1 | 4.1µM* | -3% | 3% | u | u | 6.6µM* |
| CCOC(=O)N1CCN(C(=O)C(CC(C)C)NC(=O)C2CCCCC2)CC1 (stereo not given) | -16% | -12% | 1% | -18% | u | u |
| O=c1[nH]c2ccccc2n1Cc1ccccc1 | 6% | 0% | -5% | -13% | u | -17% |
| COc1ccc(C2C(C(=O)c3sc(C)nc3C)=C(O)C(=O)N2CCCn2ccnc2)cc1OC (stereo not given) | -8% | 0% | -17% | -11% | 11% | 17% |
| CCN(CC)c1c([N+](=O)[O-])c(=O)n(C)c2ccccc12 | -20% | 8%[11.5 µM] | 3% | -1% | -9% | 1% |
| CC(NC(=O)Cc1ccc(-c2ccccc2)cc1)c1ccccc1 (stereo not given) | -6% | 4% | -14% | 5% | 14µM* | 1% |
| CS(=O)(=O)c1ccc(Cl)c(C(=O)NC2CCSc3ccccc32)c1 (stereo not given) | 0% | 0% | 0% | 1% | 1% | 2% |
| O=C(Nc1ccccc1)C12CC3CC(C1)CC(n1cnc([N+](=O)[O-])n1)(C3)C2 | -7% | -1% | 0% | 0% | 20% | u |
| COc1cc(CCC(=O)NCC2CCCO2)cc(OC)c1OC (stereo not given) | -2% | -7% | 1% | 12% | 1% | 36%[activator] |
| CCCNc1c(NS(=O)(=O)c2c(F)c(F)c(F)c(F)c2F)c(=O)oc2ccccc12 | -7% | -1% | -1% | -10% | 8% | 53%[activator] |
| Cc1ccc(C(=O)c2sc3nsc(C)c3c2N)cc1 | x | -2% | -9% | 2% | -21% | 202%[activator] |
| Cc1cccc(NS(=O)(=O)c2cc(C(=O)OC(C)C(=O)NCc3ccc4c(c3)OCO4)ccc2C)c1 (stereo not given) | u | 4% | 4% | -4% | u | u |
| COc1ccc(-n2nc(C(=O)NCC(=O)NCCC3=CCCCC3)c3ccccc3c2=O)cc1 | u | 6% | -3% | -1% | -18% | 12% |
| COc1ccccc1CCNC(=O)C(=O)NCC1OCCN1S(=O)(=O)c1ccc2c(c1)OCCO2 (stereo not given) | u | -8% | 0% | -13% | u | u |
| CC(=O)NN1C(=O)c2ccc(Oc3cccc([N+](=O)[O-])c3)cc2C1=O | 16% | 2% | 2% | -32% | 17% | 16% |
| COc1cc(SC)ccc1C(=O)NCc1ccc(C)cc1 | u | 5% | 6% | 1% | -5% | u |
| Cc1cc(C)n(CCc2nc3c4ccccc4n(CC#N)c(=O)n3n2)n1 | x | 3% | -10% | 0% | 5% | x |
| CC1Cc2ccccc2N1C(=O)CNCCCN(C)C (stereo not given) | x | -14% | 5% | 6% | u | -22% |
| Cc1ccc(CCC(=O)Nc2ccc([N+](=O)[O-])cc2)o1 | u | 1% | -9% | u | 3% | 17% |
| CCC1CN(C(=O)NCc2ccccc2)c2ccccc2O1 (stereo not given) | -6% | 3% | -2% | 11% | u | u |
| Cc1[nH]c2ccccc2c1NC(=O)CN1CCN(C(=O)c2ccco2)CC1 | u | -2% | -1% | 32µM* | 13% | u |
| NCCNC(=O)Cn1c(=O)c2c3c(sc2n(Cc2ccccc2)c1=O)CCCC3 | u | 0% | -4% | -1% | -11% | u |
| COc1cc([C@H]2[C@@H]3CCCC[C@]3(O)CCN2Cc2ccccc2F)ccc1O | u | 1% | -1% | -17% | -8% | 12µM* |
| COc1ccc(Cn2c(O)c(C=Nc3ccc(O)cc3)c3ccccc3c2=O)cc1 | -23% | 0% | 3% | -19% | u | 12µM* |
| COc1cc(-c2nn3c(-c4ccccc4)nnc3s2)cc(OC)c1OC | -19% | 2% | -4% | -2% | -21% | -15%[5.75 µM] |
| Cc1occc1C(=O)N/N=C/C=C/c1ccccc1 | 113%[activator] | -23% | -15% | -20% | -21% | 8% |
| COc1cccc(Nc2ncccc2C(=O)Nc2ccccc2)c1 | u | -3% | 2% | 4% | u | x |
| CCOC(=O)CNC(=O)COc1coc(CN2CCN(c3ccccc3)CC2)cc1=O | 19% | -9% | 2% | 0% | 6% | u |
| COc1ccc(NC(=O)CCS(=O)(=O)c2cccc3nonc23)c(OC)c1 | -4% | -4% | -6% | -8% | 2%&5% | u |
| CCS(=O)(=O)c1nc(S(=O)(=O)c2ccc(Cl)cc2)c(NCCCN2CCOCC2)s1 | -17% | -6% | 15% | -15% | -10% | 12µM* |
